Compound activity from PubChem.
DT40 TDP1 CPT – growth inhibition of DT40 Tdp1-/-;hTDP1 cells with camptothecin (screen for TDP1 inhibitors). chicken DT40 Tdp1-/-;hTDP1 cells + 20 nM CPT, ATP luminescence, 48 h. Potency, µM (top dose mostly 46.2 µM), for inactives: at the top dose activity change, negative = growth inhibition, usual class: inhibitors. 420,000 compounds, 12% hits. AID 686979; note: nearly all actives have a fitted effect of over 55% in size
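Chicken DT40 Tdp1-/- cells complemented with human TDP1, 400 cells/well, exposed to compounds plus 20 nM camptothecin for at least 48 h at 37 C; viability read as ATP content by CellTiter-Glo luminescence.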
TDP1 block – blocks human tyrosyl-DNA phosphodiesterase 1. recombinant TDP1, AlphaScreen DNA substrate cleavage. Potency, µM (top dose mostly 130 µM), inactives show at the highest dose activity change, negative = inhibition, usual class: inhibitors. 350,000 compounds, 0.28% hits; note: nearly all actives have a fitted effect of over 40% in size
Target sequence (Q9NUW8 whole entry, looked up): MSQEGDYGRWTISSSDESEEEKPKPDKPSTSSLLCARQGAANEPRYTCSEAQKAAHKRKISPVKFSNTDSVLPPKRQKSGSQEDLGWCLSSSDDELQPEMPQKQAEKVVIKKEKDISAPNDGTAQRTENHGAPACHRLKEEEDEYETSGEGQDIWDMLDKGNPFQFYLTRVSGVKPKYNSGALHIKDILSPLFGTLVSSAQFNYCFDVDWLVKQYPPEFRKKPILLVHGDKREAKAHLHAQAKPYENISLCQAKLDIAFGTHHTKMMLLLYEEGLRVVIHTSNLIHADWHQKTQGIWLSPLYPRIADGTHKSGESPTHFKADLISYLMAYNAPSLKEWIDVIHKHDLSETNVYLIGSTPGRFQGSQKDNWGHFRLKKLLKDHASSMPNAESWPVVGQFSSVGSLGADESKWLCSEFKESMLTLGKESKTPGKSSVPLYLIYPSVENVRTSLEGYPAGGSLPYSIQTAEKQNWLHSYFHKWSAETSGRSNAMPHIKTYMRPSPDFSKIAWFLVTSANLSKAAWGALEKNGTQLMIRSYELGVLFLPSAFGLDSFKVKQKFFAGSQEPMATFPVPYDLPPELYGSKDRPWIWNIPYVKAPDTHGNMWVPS
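Signal: AlphaScreen proximity between streptavidin donor and anti-FITC acceptor beads on intact substrate. Reaction: Tdp1 1 nM, substrate 15 nM final, 5 min RT after 15 min compound preincubation.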
DT40 TDP1 no CPT – qHTS for Inhibitors of human tyrosyl-DNA phosphodiesterase 1 (TDP1): qHTS in cells in absence of CPT | DT40 Tdp1-/- hTDP1 cells, no CPT, ATP luminescence, 48 h | Potency, µM (series often up to 46.2 µM), without a hit: top-dose activity change, negative = growth inhibition, actives largely listed as inhibitors | 420,000 compounds, 15% hits | AID 686978, 2013; note: nearly all actives have a fitted effect of over 55% in size
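Growth of hTDP1-complemented DT40 Tdp1-knockout cells is measured by ATP luminescence after at least 48 hr compound exposure at 37 °C, with DMSO substituting for the 20 nM CPT used in the parallel screen.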
Numbers without * were called inactive; ? = inconclusive; nt = not tested or not shown; [ ] = dose if it differs, or a comment. Calls come from the whole dose curve; as a rule, active = well fitted curve in the direction sought with a large enough effect; inconclusive = small, poorly fitted or top-dose-only effect, or another doubt; inactive = no such curve, though single readings can be large; an effect the other way counts as inactive or inconclusive. % is set by controls: 0 for no effect and ±100 for the full control effect; potency is the fitted concentration of half-maximal effect.

SMILES	DT40 TDP1 CPT	TDP1 block	DT40 TDP1 no CPT
COc1ccccc1N1C(=NC(=O)CCc2ccccc2)SC2CS(=O)(=O)CC21 (stereo not given)	-0.1%	2.3%	6.8%
O=C(NCCCN1CCCC1=O)c1ccc(Cl)c(S(=O)(=O)N2CCCCC2)c1	-9.7%	0.4%	3.7%
COc1ccc(NC(=O)CCC(=O)c2ccc(C(C)C)cc2)cc1	-11.5%	nt	-10.9%
Cc1ccc(-c2nc(S(=O)(=O)c3ccc(F)cc3)c(SCC(=O)NCC3CCCO3)o2)cc1 (stereo not given)	?	4.7%	?
O=C(CCNS(=O)(=O)c1ccc2[nH]c(=O)oc2c1)Nc1cccc(Br)c1	10.8%	-0.1%	15.6%
CC(C)CN(C(=O)COC(=O)CCC(=O)c1ccc(Cl)cc1)c1c(N)n(Cc2ccccc2)c(=O)[nH]c1=O	4.1%	-0.3%	-28.7%
CCCCCn1c(CN2CCN(c3cccc(Cl)c3)CC2)nc2c1c(=O)[nH]c(=O)n2C	20.6µM*	4.2%	?
CCOc1ccc(CCN2C(=O)C(=O)N([C@@H](CC(C)C)CN3CCC[C@H]3CN3C(=O)C(=O)NC[C@@H]3Cc3ccc(O)cc3)C[C@@H]2CC(C)C)cc1	?	nt	?
Cc1cccn2c(=O)nc(SCC(=O)NCc3ccco3)nc12	-2.8%	nt	-1.6%
CCCC(=O)Nc1ccc2c(c1)nc(CCN1CCN(c3ccccn3)CC1)n2C	1.0%	nt	-11.8%
Cn1nc(Cc2n[nH]c(=S)n2C)c2ccccc2c1=O	0.9%	nt	-13.5%
COC(=O)C1=C(O)/C(=C\c2ccc(CNC(=O)C(=O)Nc3ccc(C)c(C)c3)o2)N=C1C	-6.6%	8.0%	?
COc1ccc(-c2noc(N3CCC(C(=O)Nc4ccccc4OC)CC3)n2)cc1	?	nt	?
CN(C)S(=O)(=O)c1ccc(C(=O)NCc2nnc(SCC(=O)Nc3ccc(F)cc3)n2-c2ccc(F)cc2)cc1	-5.9%	0.6%	?
CSc1ccc(CCNC(=O)c2ccc(-n3c(C)cc4c3CCCC4)cc2)cc1	20.6µM*	9.9%	18.4µM*
O=C(NCCN1CCCC1=O)C1CCC(=O)N(CCc2cccc(F)c2)C1 (stereo not given)	5.3%	3.5%[56.1 µM]	11.4%
CC(Oc1cccnc1[N+](=O)[O-])C(=O)Nc1cccc(Cl)c1 (stereo not given)	-17.9%	0.9%	?
O=C(O)CCCCCNC(=O)c1ccccc1Br	-12.4%	5.3%	-2.3%
Cc1ccc(-c2nc3ccc(Br)cn3c2Nc2ccc3c(c2)OCO3)o1	?	8.8%	-21.8%
CCn1cc(C(=O)N2CCN(c3ccccc3)CC2)c(=O)c2cc(S(=O)(=O)N3CCC(C)CC3)ccc21	?	4.7%	-22.0%
CC(C)(C)c1ccc(C(=O)NCC(=O)N/N=C/c2ccccc2OCC(=O)O)cc1	3.9%	-1.8%	3.2%
O=C(Nc1cccc(S(=O)(=O)C(F)F)c1)c1ccc(S(=O)(=O)N2CCOCC2)cc1	-14.7%	4.5%	18.4µM*
O=[N+]([O-])c1cc(C(F)(F)F)ccc1Oc1cccnc1[N+](=O)[O-]	-18.6%	1.9%	-12.1%
COc1ccc(CCNC(=O)C/C(C)=N/NC(=O)C23CC4CC(CC(C4)C2)C3)cc1OC	?	1.2%	7.31µM*
Cc1nc2ccc(NC(=O)c3ccc(S(=O)(=O)N(C)c4ccccc4)cc3)cc2s1	?	2.8%	23.1µM*

Other structures:
SMILES	DT40 TDP1 CPT	TDP1 block	DT40 TDP1 no CPT
COc1ccc(-n2c(C)c(C(C)=O)c3cc(OC(=O)COc4ccccc4)ccc32)cc1	6.51µM*	nt	7.31µM*
COc1ccc(/C=C/CN2CCN(Cc3ccccc3)C(CCO)C2)cc1 (stereo not given)	-6.9%	nt	-22.2%
CN1CCN(C(=O)Cn2ncc3c4ccccc4n(Cc4ccc(F)cc4)c3c2=O)CC1	14.6µM*	5.1%	7.31µM*
O=C(CC[C@H]1O[C@@H](n2cnc3c(NC(=O)c4ccccc4)ncnc32)[C@H](O)[C@@H]1O)N[C@@H](CO)Cc1c[nH]c2ccccc12	-16.2%	nt	-5.2%
COc1ccc(CCNC(=O)c2cnn(-c3ccc(C)c(C)c3)c2NC(=O)c2ccco2)cc1OC	-29.1%	4.1%	-22.4%
COc1cccc(C=Nc2ccc(C)c(F)c2)c1O	-11.2%	0.0%	-12.5%
COCCn1c(=NC(=O)c2cc3ccccc3oc2=O)sc2cc(S(N)(=O)=O)ccc21	0.4%	-0.6%	-26.8%
Nc1nc2c(ncn2[C@@H]2O[C@H](CNCc3ccccc3)[C@@H](O)[C@H]2O)c(=O)[nH]1	12.2%	nt	?
CCC[C@@H](CNC)NC[C@H](Cc1ccccc1)NCCCCc1ccccc1	9.2µM*	nt	11.6µM*
CCOC(=O)CCc1c(C)nc(SCC(=O)O)c(C#N)c1C	?	-2.1%	-17.4%
Cc1ccc(-n2ncc(C(=O)N3CCN(C4CCCCC4)CC3)c2C2CCN(C(=O)OC(C)(C)C)CC2)cc1C	8.2µM*	-4.2%	7.31µM*
CCOC(=O)/C=C1\SCC(=O)N1CC(=O)NCc1ccc(OC)c(OC)c1	3.3%	1.2%	-3.9%
Cc1cccc([C@@H]2[C@@H]3C(=O)N(Cc4ccccc4)C(=O)[C@@H]3[C@]3(Cc4ccc(Cl)cc4)C(=O)N(c4cccc(Cl)c4)C(=O)N23)c1	9.5%	0.6%	-6.0%
Cc1ccccc1Nc1nc(N)nc(C)c1Br	?	nt	14.6µM*
COC(=O)c1scc(C#N)c1N/N=C(\C#N)S(=O)(=O)c1ccc(Cl)cc1	4.11µM*	nt	4.61µM*
CN1OC[C@@H]2CN[C@H](c3cccc(-c4cc(Cl)cc(Cl)c4)c3)C[C@@H]21	?	nt	?
O=C(CCn1c(=O)sc2ccccc21)NCc1ccccc1	1.8%	-2.6%	?
COc1ccc(NC(=O)/C(=C\c2ccc3c(c2)OCO3)NC(C)=O)cc1	4.6%	-0.6%	-5.1%
COc1cc2c(cc1OC)C(c1cccs1)N(C(=O)c1cccc(S(=O)(=O)N(C)C)c1)CC2 (stereo not given)	23.1µM*	3.6%	?
CCCCNC(=O)c1ccccc1NC(=O)C1=C(C)OCCS1	?	nt	?
Cc1ccc(-c2ccc(SCC(=O)c3ccccc3)nn2)cc1	-18.4%	5.3%	?
COc1cc(C(=O)Nc2ccc(C(F)(F)F)cc2)ccc1OCC(=O)N1CCOCC1	-28.8%	-5.8%	?
CC1(C)C2([N+](=O)[O-])CN3CC1([N+](=O)[O-])CN(C2)C3c1ccccc1 (stereo not given)	11.1%	0.0%	-4.4%
CC1CN(CCC(=O)Nc2ccc3c(c2)CCC3)CC(C)O1 (stereo not given)	?	1.0%	-8.0%
Cc1scc(C(=O)NNC(=S)NCC2CCCO2)c1C (stereo not given)	-9.5%	3.2%	-3.5%

(cont.)
SMILES	DT40 TDP1 CPT	TDP1 block	DT40 TDP1 no CPT
COCCCNC(=S)NNC(=S)Nc1ccc(OC)cc1	-9.9%	nt	-0.6%
O=C(Nn1cnc2ccccc2c1=O)c1c(F)cccc1F	3.2%	nt	-15.5%
CCCCOC(=O)c1ccc(NC(=O)Nc2ccc(OC)c(OC)c2)cc1	?	5.1%	?
COc1ccccc1CNC(=O)Cn1nc(C)c2nn(-c3ccc(Cl)cc3)c(C)c2c1=O	20.6µM*	2.7%	23.1µM*
Cc1ccc(C)c(NS(=O)(=O)c2cc(C(=O)NCc3ccccn3)ccc2Cl)c1	-1.4%	3.2%	-15.8%
Cc1cc(C(=O)NCCc2ccccc2)ccc1[N+](=O)[O-]	-9.5%	-5.6%	-17.1%
CCCCn1c(=O)c(CCC(=O)OCC(=O)NC(=O)NCCOC)nc2ccccc21	-18.6%	3.8%	-11.3%
COc1ccc2cc(Br)ccc2c1CC(=O)NCCCN1CCOCC1	-22.4%	nt	?
O=C(N/C(=C\c1ccc(Br)cc1)C(=O)N1CCOCC1)c1ccc(Br)o1	-10.0%	9.6%	14.7%
COc1ccc(-n2ccnc2SCC(=O)NCc2ccc(F)cc2)c(OC)c1	?	1.1%	-66.9%
COc1ccc(CCNC(=O)c2csc3c2CCCC3)cc1	-15.5%	1.2%	?
CCC(C(=O)NC1CCCC1)N(C(=O)c1snc(C(N)=O)c1N)c1ccc2c(c1)OCCO2 (stereo not given)	?	6.2%	-16.1%
Cc1cccc(C)c1NC(=O)CNC(=O)COC(=O)c1ccc(Cl)s1	4.4%	-0.2%	15.8%
COC(=O)C(CC(=O)c1ccccc1)CC(=O)c1ccccc1	-6.2%	nt	?
O=C(c1ccccc1)C1CC=CCC1C(=O)c1ccccc1 (stereo not given)	-21.6%	nt	-27.4%
CCCCNc1c(-c2ccc(SC(C)CC)c(OC)c2)nc2ccc(C)cn12 (stereo not given)	5.8µM*	2.6%	6.51µM*
Cc1ccc(C)c2[nH]c(=O)c(CN(CC3CCCO3)C(=O)NC3CCCCC3)cc12 (stereo not given)	23.1µM*	4.2%	?
Cc1ccc(N=C2c3ccccc3C(=O)C2[N+](=O)[O-])cc1C (stereo not given)	2.6%	2.5%	?
O=C(COC(=O)c1cncc(Br)c1)NC1CC1	-4.0%	9.6%	0.3%
CCOC(=O)C1(C)CCN1C(=O)c1ccco1 (stereo not given)	-18.6%	nt	-2.4%
O=C(Nc1ccc(C(=O)NCc2ccccc2)cc1)C1=CSCCO1	-13.9%	0.5%	-12.3%
CC1CCc2c(sc(/N=C/N(C)C)c2C#N)C1 (stereo not given)	?	2.5%	-20.1%
O=C(N/N=C/c1sc(N2CCOCC2)nc1-c1ccccc1)c1cccc(S(=O)(=O)N2CCOCC2)c1	4.61µM*	4.2%	4.61µM*
NC(=S)n1[nH]c(-c2ccc([N+](=O)[O-])cc2)c(N=Nc2ccc(O)cc2)c1=O	?	5.3%	?
CC1(C)CC(=O)C(C=NCCCn2ccnc2)=C(O)C1	-3.8%	7.1%	0.1%

Quoted at random: 2 records from the list.
SMILES	DT40 TDP1 CPT	TDP1 block	DT40 TDP1 no CPT
O=C(Nc1ccc(C(=O)NCc2ccccc2)cc1)C1=CSCCO1	-13.9%	0.5%	-12.3%
CC(Oc1cccnc1[N+](=O)[O-])C(=O)Nc1cccc(Cl)c1 (stereo not given)	-17.9%	0.9%	?

An excerpt from above, showing only TDP1 block:
Compound	TDP1 block
O=C(Nc1ccc(C(=O)NCc2ccccc2)cc1)C1=CSCCO1	0.5%
CC1CCc2c(sc(/N=C/N(C)C)c2C#N)C1 (stereo not given)	2.5%
O=C(N/N=C/c1sc(N2CCOCC2)nc1-c1ccccc1)c1cccc(S(=O)(=O)N2CCOCC2)c1	4.2%
NC(=S)n1[nH]c(-c2ccc([N+](=O)[O-])cc2)c(N=Nc2ccc(O)cc2)c1=O	5.3%
CC1(C)CC(=O)C(C=NCCCn2ccnc2)=C(O)C1	7.1%

The listing picks up with the 4 entries that preceded the break.
SMILES	DT40 TDP1 CPT	TDP1 block	DT40 TDP1 no CPT
CC1CCc2c(sc(/N=C/N(C)C)c2C#N)C1 (stereo not given)	?	2.5%	-20.1%
O=C(N/N=C/c1sc(N2CCOCC2)nc1-c1ccccc1)c1cccc(S(=O)(=O)N2CCOCC2)c1	4.61µM*	4.2%	4.61µM*
NC(=S)n1[nH]c(-c2ccc([N+](=O)[O-])cc2)c(N=Nc2ccc(O)cc2)c1=O	?	5.3%	?
CC1(C)CC(=O)C(C=NCCCn2ccnc2)=C(O)C1	-3.8%	7.1%	0.1%
CC1=C(C(=O)N(C(C)C)C(C)C)CC(CC(=O)NCCCN(C)C)C(=O)N1CCCN1CCCC1=O (stereo not given)	-5.1%	nt	2.7%
Cc1c(C)c(C)c(CN2CCSCC2)c(C)c1C	?	5.7%	-25.2%
COc1ccccc1NC(=O)CCc1nc2ccccc2s1	?	-2.6%	?
Cc1ccccc1C(=O)NC(C)c1nnc2n1CCN(Cc1ccnc3ccccc13)CC2 (stereo not given)	?	nt	?
C/C(=N/NC(=O)C1COc2ccccc2O1)c1ccco1 (stereo not given)	-18.0%	-5.3%	-14.3%
COCCN(C(=O)COC(=O)COc1ccc(Cl)c(C)c1)c1c(N)n(Cc2ccccc2)c(=O)[nH]c1=O	-0.5%	0.5%	-5.9%
CC(C)(C)OC(=O)N1CCC(c2c(C(=O)N3CCN(c4ncccn4)CC3)cnn2-c2ccc(F)cc2F)CC1	?	1.1%	?
CCOc1cc(S(=O)(=O)n2cnc(C)c2)ccc1Cl	-23.0%	0.0%	-14.6%
CC(C)Oc1ccc(C(=O)N(Cc2ccc(N(C)C)cc2)C2CCS(=O)(=O)C2)cc1 (stereo not given)	-3.7%	6.3%	-26.0%
O=C(O)CCC(=O)Nc1ccc(-c2csc(Nc3cccc4ccccc34)n2)cc1	0.8%	1.7%	19.2%
CC1CCCCC12NC(=O)N(CC(=O)OCc1ccc(Br)cc1)C2=O (stereo not given)	-27.6%	nt	?
Cc1cc(C)nc(N2CCC(C(=O)NNC(=O)Cc3ccccc3)CC2)n1	-3.8%	-0.6%	-2.0%
